Screening data as filed in PubChem BioAssay.
Keap1-Nrf2 PPI = Keap1-Nrf2 (human) interaction inhibition | Q14145 | Keap1 Kelch-Nrf2 peptide fluorescence polarization, 1536-well | inhibition, % at 9.4 µM | hit rate 0.15% among 340,000; in the data active means inhibition above about 12%; inconclusive means no clear call, values can overlap the other calls; inactive means below about 7.3%;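 further: human Keap1 Kelch domain with fluorescein labeled Nrf2 9mer peptide probe; 0% = neutral control wells and 100% = peptide positive control; higher means more block of Keap1 binding to Nrf2 peptide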
Cardiac RTF inh = cardiac RTF calcium desensitization | P19429+P45379 | IANBD-labeled cardiac RTF, Ca2+ fluorescence | inhibition, % at 7.15 µM | hit rate 0.12% among 340,000;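 active means inhibition above the mean inhibition of all tested compounds plus 3 SD, cut at about 17% in these data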;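 further: assay run at fixed EC70 calcium of 1.6 mM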
PvdQ inh = P. aeruginosa PvdQ acylase inhibition; hit rate 0.063% among 340,000; purified PvdQ acylase, fluorescence plate reader; inhibition, % at 10 µM; in the data active means inhibition above about 30%, passing the limit was not always enough; inconclusive means no clear call, values can overlap the other calls;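 further: 0% = vehicle neutral wells and 100% = reference inhibitor wells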
CDK5 p35 inh = blocks human CDK5/p35 kinase activity | Recombinant CDK5/p35, ADP-Glo luminescence, 60 min | Q00535+Q15078 | hit rate 0.01% among 330,000 | AID 488839 | inhibition, % at 10 µM;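 active means highest replicate inhibition of at least 50% and at least 75% of replicates reaching 50%; inconclusive means only one of the two criteria met; inactive means both criteria failed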;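 further: plate controls were DMSO neutral control for no effect and GW8510 at 10 µM for full effect; many of its hits are not listed in these tables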
C-LANA FP = KSHV C-LANA DNA binding inhibition. hit rate 0.078% among 340,000. inhibition, % at 9 µM. MBP-C-LANA/FAM-LBS DNA binding, fluorescence polarization. AID 504423;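 active means highest replicate inhibition at or above 60% at 9 µM, even if other replicates fall short; inactive means all replicates below 60% inhibition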;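 further: 0% = neutral control wells and 100% = 4 µM acridine orange control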
NSD2 inh = inhibitors of human histone methyltransferase NSD2 | O96028 | NSD2 peptide methylation, AlphaScreen, 120 min | inhibition, % at 12.5 µM | hit rate 0.54% among 310,000 | AID 743445; in the data active means inhibition above about 50%
dFosB act = activators of mouse delta FosB homodimer. P13346. hit rate 0.99% among 340,000. purified delta FosB, TAMRA-CDK5 oligo fluorescence polarization; percent of positive-control signal above neutral wells. AID 493131. activation, % at 25 µM;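 active means mean activation above about 17%, with every replicate also reaching it, limit read from the data, passing the limit was not always enough; inconclusive means only one of the two conditions met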;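 further: fluorescence polarization rise as delta FosB binds a TAMRA Cdk5 AP-1 oligo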
Target sequence (P13346 whole entry, looked up): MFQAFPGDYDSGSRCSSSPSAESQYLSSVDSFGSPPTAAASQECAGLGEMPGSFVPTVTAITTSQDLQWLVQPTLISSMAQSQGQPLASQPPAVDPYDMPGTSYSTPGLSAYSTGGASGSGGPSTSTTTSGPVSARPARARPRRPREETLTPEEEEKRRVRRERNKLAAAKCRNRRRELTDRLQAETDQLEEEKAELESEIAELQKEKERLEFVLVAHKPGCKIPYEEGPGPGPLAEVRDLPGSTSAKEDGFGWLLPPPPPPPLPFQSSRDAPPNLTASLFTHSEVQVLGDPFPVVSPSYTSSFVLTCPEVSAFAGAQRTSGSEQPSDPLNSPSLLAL
PfHsp90 set2 = growth inhibition of yeast expressing Plasmodium Hsp90. S. cerevisiae expressing PfHsp90, BacTiter-Glo ATP, 48 h; yeast lacking PDR1 and PDR3 efflux regulators. AID 504621. inhibition, % at 9.4 µM. hit rate 0.32% among 310,000;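 active means every replicate shows inhibition above about 80%, whatever the replicate mean, limit read from the data; inconclusive means mean inhibition reaches the set limit but some replicate falls short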;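 further: 0% = DMSO neutral controls and 100% = 20 µM radicicol positive controls; yeast relying on Plasmodium falciparum Hsp90 in place of its own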
RTF Ca sens act = cardiac RTF calcium sensitization; IANBD-labeled TnC RTF fluorescence at EC20 calcium; 0% EC20 calcium, 100% full calcium; activation, % at 7.2 µM; hit rate 0.24% among 340,000;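 active means activation above the mean over all tested compounds plus 3 SD, cut at about 30% in these data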;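 further: rise in fluorescence read as greater calcium sensitivity of cardiac thin filaments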
Rtt109 HAT inh = blocks Candida albicans Rtt109/Vps75 acetyltransferase activity. AID 540336. inhibition, % at 34.9 µM. hit rate 0.16% among 330,000. Q5AAJ8. purified Rtt109/Vps75, ThioGlo CoA-SH fluorescence, 4 h;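 active means inhibition of at least 50% in every replicate; inconclusive means best replicate reaches 50% inhibition but some replicates fall short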
Target sequence (Q5AAJ8 whole entry, looked up): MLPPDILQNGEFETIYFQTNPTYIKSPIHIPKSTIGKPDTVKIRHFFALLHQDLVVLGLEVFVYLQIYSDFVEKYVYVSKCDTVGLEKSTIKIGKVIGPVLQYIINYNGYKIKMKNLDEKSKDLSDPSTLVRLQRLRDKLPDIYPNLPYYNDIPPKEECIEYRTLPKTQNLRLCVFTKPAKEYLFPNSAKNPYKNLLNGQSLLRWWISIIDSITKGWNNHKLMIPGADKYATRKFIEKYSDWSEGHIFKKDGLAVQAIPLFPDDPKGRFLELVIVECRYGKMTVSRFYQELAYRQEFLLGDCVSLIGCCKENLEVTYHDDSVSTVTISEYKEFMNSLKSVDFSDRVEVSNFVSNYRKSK
SUMO Mot1 rescue = SUMOylation pathway inhibition by Mot1-301 growth rescue; S. cerevisiae Mot1-301 growth rescue, ATP luminescence, 38.5C; percent above DMSO median, 100 means doubled; growth rescue, % at 18.8 µM; hit rate 1% among 320,000;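 active means every valid replicate shows activation above 250% relative to neutral control wells; inactive means the rest, any valid replicate at or below 250%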;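 further: OY570 slx delta 5 strain wells were the positive control but not used for scaling; some compounds called inactive have numbers as strong as hits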
Numbers without * were called inactive; ? = inconclusive; . = no result given. Compounds as they come. Share with any hit: about 3.2%.

SMILES	Keap1-Nrf2 PPI	Cardiac RTF inh	PvdQ inh	CDK5 p35 inh	C-LANA FP	NSD2 inh	dFosB act	PfHsp90 set2	RTF Ca sens act	Rtt109 HAT inh	SUMO Mot1 rescue
CC1C/C(=N\NC(N)=S)c2cc(Cl)ccc2S1 (centres undefined)	-9	.	-8	-0.2	0.6	-1	3	-33	.	2	14
O=C(O)Cn1c(SCCOc2ccccc2)nc2ccccc21	1	-6	-10	0.2	-0.3	-3	4	0	4	6	-22
Cc1ccc(S(=O)(=O)N(C)CC(=O)OCC(=O)NCCN2C(=O)CSC2=O)cc1	1	0	-11	1.4	-0.3	-1	-7	1	-4	-5	-8
CCc1cc2c(cc3c(=O)n(CC(=O)NCCCN4CCCCCC4)nc(CC)n32)s1	-5	-5	-10	1.7	0.0	-1	-6	-2	0	3	20
COc1ccc(N2CCN(C(=O)CCc3nc(-c4ccc(C)cc4)no3)CC2)cc1	-4	8	12	.	0.4	-4	-3	-21	-2	9	3
O=c1c2cccnc2[nH]c(=S)n1Cc1ccccc1	-3	0	5	1.1	0.2	28	-5	-10	0	6	-7
CC/C(=N\NC(=O)c1c(C)nc2ccccn12)c1ccccc1	1	-17	8	0.9	-1.4	-2	-4	-13	0	0	118
CCOC(=O)c1ccc(-c2ccc(/C=C(\C#N)C(=O)NCC3CCCO3)o2)cc1 (centres undefined)	4	-6	-15	0.4	8.3	1	5	-7	10	-16	11
COC(=O)c1cc(NC(=O)c2cc(-c3ccc(C(F)(F)F)cc3)oc2C(F)(F)F)ccc1N1CCOCC1	-8	-8	-18	0.7	-1.5	-1	-5	-7	5	2	3
Cc1ccc(CNC(=O)[C@H]2C[C@@H]2[C@H](NP(=O)(c2ccccc2)c2ccccc2)c2ccccc2)o1	-12	-23	-17	0.1	-0.4	.	-13	-5	5	1	-10
Cc1cccc(-n2ncc3c(=O)[nH]c(SCC(=O)NCCC4=CCCCC4)nc32)c1	-2	-8	-2	-1.6	2.3	-2	-1	-17	0	-1	20
CCOC(=O)c1nc(NNC(=O)c2ccc([N+](=O)[O-])cc2)sc1C	-3	2	-5	0.0	-1.8	13	-3	-2	-3	2	-12
C=CCOC(=O)c1ccc(N2CCN(c3ccccc3)CC2)nc1	4	1	9	0.7	-3.6	-5	3	-2	2	.	-8
Cc1ccc(CN2C(=O)CCC2C(=O)NCc2ccc(F)cc2)cc1 (centres undefined)	3	-8	-13	0.6	1.1	-6	0	-4	3	0	-17
c1ccc(NCc2nc3ccccc3n2CCOc2ccccc2)cc1	4	-2	-1	1.3	2.0	.	-8	5	-4	-3	13
COc1cccc(N(C(=O)CNC(=O)c2ccco2)C(C(=O)NC2CCCC2)c2ccco2)c1 (centres undefined)	-2	4	0	-2.4	-0.8	34	-13	5	2	2	5
COc1ccc(CCN2CCCC(CN(C)C(=O)c3ccoc3)C2)cc1 (centres undefined)	1	-5	8	-2.7	-2.4	0	-3	-5	0	-6	-6
CCSc1nc2ccccc2n1S(=O)(=O)c1ccccc1	2	-4	4	0.8	0.7	.	0	30	-8	1	-18
COc1ccc(OCCN(C)C(=O)c2cccc(S(=O)(=O)N(C)c3ccccc3)c2)cc1	-9	-11	-9	1.3	-1.6	3	-13	6	2	0	25
COCCN(C(=O)COC(=O)c1ccc(Cl)nc1)c1c(N)n(Cc2ccccc2)c(=O)[nH]c1=O	0	-9	-12	1.8	-1.1	0	-4	-20	5	-9	-11
O=C1Nc2ccccc2C12NCCc1c2[nH]c2ccccc12 (centres undefined)	0	3	10	-2.2	-0.3	-1	0	15	-3	9	27
CSc1nc2nc(-c3ccc(F)cc3)c(CCN3CCN(C)CC3)cn2n1	-5	-11	-16	0.0	-1.6	10	-6	0	-1	4	-3
O=C(O)Cc1ccc(OCc2ccc(Cl)nc2)cc1	-1	0	-1	1.2	0.7	-1	3	-13	3	1	-4
O=C(COc1coc(CN2CCc3ccccc3C2)cc1=O)Nc1ccccc1F	0	-23	4	0.0	-1.7	0	-6	-10	-4	27	.
COc1ccc(C)cc1C(=O)CCC(=O)N1CCN(c2ccccc2F)CC1	-1	1	-6	0.5	-0.3	-3	2	0	-3	-1	.
CCCn1c(SCC(=O)NCc2ccc(F)cc2)n[nH]c1=O	-2	-2	7	3.1	0.0	0	6	-17	-5	-6	-19
COc1ccc(C(=O)CC2SC(N)=NC2=O)cc1 (centres undefined)	-4	-11	-15	0.2	1.0	-3	0	16	3	-4	-8
CCCS(=O)(=O)N1CCC(C(=O)c2cccc(C(F)(F)F)c2)CC1	0	-2	-16	-0.2	-0.1	-3	5	18	2	0	-16
Cc1ccc(-c2csc(NC(=O)c3cccc(S(=O)(=O)N4CCN(C)CC4)c3)n2)cc1	0	-3	5	-1.8	-0.7	0	?	1	-1	.	-5
CCOC(=O)CSc1nc2c(cnn2-c2ccc(F)cc2)c(=O)[nH]1	4	2	-9	-1.0	-1.2	-8	3	-3	-4	-7	-7
O=C(CSc1nc2c(c(=O)n1-c1ccc(F)cc1)SCC2)Nc1ccc2c(c1)OCO2	4	-14	1	-1.6	0.6	.	-2	2	4	-3	39
COC(=O)Cc1ccc(Oc2ncc(C(F)(F)F)cc2Cl)cc1	-3	-2	1	-0.7	-1.1	-8	2	-18	0	4	331
Cc1cccn2c(=O)c3cc(S(=O)(=O)c4ccc(Br)cc4)c(=N)n(C4CCCCC4)c3nc12	-3	6	1	1.0	-0.8	-2	-6	2	2	-3	9
O=C(Cc1ccc(Cl)cc1)OCc1nnc(-c2ccccc2)o1	-9	-6	9	-1.5	0.6	-4	-9	1	-3	.	20
CCCCC/C=C\C/C=C\C/C=C\CCCCC(=O)O	-4	9	-4	-2.4	23	.	-10	27	-2	10	-19
O=C(COC(=O)c1ccc(Cl)c(S(=O)(=O)N2CCOCC2)c1)Nc1ccc2[nH]c(=O)[nH]c2c1	4	-2	-1	1.2	-1.1	1	-3	18	-4	-4	6
COc1ccc(CNC(=O)CSc2nn3c(=O)c(C(C)(C)C)nnc3s2)cc1OC	1	-21	-4	-0.6	2.9	-5	-17	.	7	20	5
CCN(CC(=O)Nc1c(F)cccc1F)C(=O)CSCC(=O)Nc1ccc(OC)cc1	-7	6	9	0.9	-2.8	7	1	-14	-3	-5	7
COC(=O)[C@]1(C)N[C@H](CN(C)S(=O)(=O)c2ccc(C(C)(C)C)cc2)[C@@H]2C(=O)N(C)C(=O)[C@@H]21	-6	-11	-7	2.2	0.5	.	-4	6	2	2	.
COc1ccc(-n2cnnc2SCC(=O)c2cc(C)n(Cc3cccs3)c2C)cc1	2	-5	-5	-0.2	-1.9	10	5	-19	-3	3	-9
Cc1ccc(CS(=O)Cc2ccc(C(=O)NC3CCCCC3)o2)cc1 (centres undefined)	-1	1	18	2.4	-0.1	2	-8	-10	-4	1	160
O=C(NCc1ccco1)c1cc(-c2ccc(Cl)cc2)on1	-3	-1	-18	-7.6	0.2	-2	2	6	2	-1	34
CCCCn1c(N)c(N(C(=O)CSc2nnc(C)n2-c2ccccc2)C2CCCC2)c(=O)[nH]c1=O	-1	-6	2	-0.5	0.7	-6	2	13	-3	20	16
CCCCN(CC)S(=O)(=O)N1CCC(C(=O)NCc2ccc(F)cc2)CC1	0	-36	4	6.6	-1.6	0	-5	.	2	5	-11
CCNC(=O)Nn1c(-c2ccccc2)nc2ccccc2c1=O	-2	2	5	0.9	0.8	-2	1	-3	-3	-5	-14
CCN(CC)C(=O)[C@H]1C[C@H](CC(=O)NCCCN(C)C)C(=O)N2CCc3c([nH]c4cc(-c5ccco5)ccc34)[C@]12C	1	0	-6	0.9	2.0	.	-15	2	-1	-6	.
O=C(Nn1cnc2ccccc2c1=O)C1CCCCC1	-3	3	0	2.5	1.3	0	-6	-16	9	-13	-9
Cc1ccc(NC2CCCN(C(=O)CN3C(=O)CSC3=O)C2)cc1C (centres undefined)	-2	0	-13	1.4	-0.2	-1	-12	-73	7	-3	-21
COC(=O)c1ccc(N/C=C/C(=O)c2ccc(OC)c(OC)c2)cc1	-5	-9	-17	-0.7	-0.7	-3	-6	28	11	-6	-9
Cc1ccc(C)c(S(=O)(=O)N2CCN(C(=O)c3cc(-c4cccs4)nn3-c3ccccc3)CC2)c1	-2	-14	6	-1.4	2.3	1	-9	.	-6	3	-6
CC(C)N(C(=O)[C@H]1C[C@H](CC(=O)NCCCn2ccnc2)C(=O)N2CCc3c([nH]c4ccc(Cl)cc34)[C@]12C)C(C)C	-4	-3	-10	-1.0	5.1	.	-7	-41	0	5	.
CC(C)[C@@H](C(=O)N1CCN(Cc2ccc3c(c2)OCO3)CC1)n1nnc2ccccc2c1=O	0	1	-18	.	1.6	4	-2	8	-3	-1	-8
CNC(=O)C1CN(C(=O)c2cccc(S(=O)(=O)N3c4ccccc4CC3C)c2)c2ccccc2O1 (centres undefined)	-4	-3	-7	-1.8	-0.2	-2	-8	.	-4	21	0
COc1ccc(C(=O)Nc2ccccc2N2CCCC2)cc1S(=O)(=O)N1CCOCC1	1	-23	-3	-0.5	1.4	0	-8	21	-2	-4	114
Cc1[nH]c2ccccc2c1/C=N/NC(=O)CCC(=O)NCc1ccccc1	-1	-3	-13	1.2	-0.3	-3	-2	18	0	3	393
CCOc1ccc(CCNC(=O)CCn2cccc2)cc1OCC	-1	10	-6	2.2	-0.3	3	-1	0	2	-3	258
COc1ccc(CCNC(=O)CSc2nnnn2C)cc1OC	4	-1	2	0.9	0.1	-2	2	3	-1	-13	-15
C=CCN1C(=O)C(CC(=O)Nc2ccc(OCCC)cc2)N(CCCN2CCN(Cc3ccccc3)CC2)C1=S (centres undefined)	-1	3	0	1.8	0.3	1	8	-17	2	11	-10
COC(=O)C1=C(C)N=c2s/c(=C/c3ccoc3)c(=O)n2C1c1ccccc1 (centres undefined)	-9	-8	-8	-4.5	0.4	.	-4	.	4	-14	-28
CCOC(=O)c1cnc(-n2nc(C)cc2C)nc1Nc1ccc(O)cc1	-4	-1	-14	1.0	0.9	.	-4	-11	0	6	-6
The list continues:
SMILES	Keap1-Nrf2 PPI	Cardiac RTF inh	PvdQ inh	CDK5 p35 inh	C-LANA FP	NSD2 inh	dFosB act	PfHsp90 set2	RTF Ca sens act	Rtt109 HAT inh	SUMO Mot1 rescue
O=C(CCl)N(c1ccccc1)c1c[nH]c2ccccc12	-4	2	-12	0.0	-0.7	6	-10	-12	-1	-7	-5
CN1CCN(S(=O)(=O)c2ccc(=O)[nH]c2)CC1	-5	5	-8	-0.7	0.9	-1	1	.	-2	-4	-7
Cc1cc(SCC(=O)Nc2cccc(S(=O)(=O)N3CCOCC3)c2)nc2ccccc12	-3	7	-3	-1.1	-1.9	1	-7	-8	-6	4	-1
CCOC(=O)/C(CCC[N+](C)(CC)CC)=N\O	-2	5	9	0.0	0.3	-2	6	-7	3	10	-6
